Mito fusion act: inhibitors of mitochondrial division or activators of mitochondrial fusion. S. cerevisiae fusion-defective mutant growth rescue, CellTiterGlo 48 h. Potency, µM (top dose mostly 46.1 µM), for the others: top-dose growth rescue (activation), most hits filed as activators. 320,000 compounds, 0.23% hits. AID 485298;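 also: potency is read from the fitted curve at half-maximal effect; % of control where 0% means no effect; nearly all actives have a fitted effect of over 45% in size; temperature-sensitive fusion mutants such as fzo1-1 at 37 °C on non-fermentable ethanol glycerol medium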
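Read-out: ATP-based luminescence (CellTiterGlo, 10 min ambient) reporting growth of fusion-defective ts yeast after 48 hours at 37C on glycerol/ethanol YPEG medium in the presence of compound.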
CXXC DNA block: inhibitors of human MLL CXXC domain-DNA interaction; 290,000 compounds, 0.037% hits; Potency, µM (series often up to 115 µM), without a hit: top-dose activity change, negative = inhibition, hits mostly inhibitors; AID 2662; MLL-CXXC / FITC-HOXA9 DNA fluorescence polarization; active = well fitted inhibition curve with a large enough effect in the polarisation, with a control signal flat, not every such curve was filed as active; inconclusive = small, poorly fitted or top-dose-only effect, or effect the other way, or a change in a side signal; inactive = no such curve, though single readings can be large or run the other way; the % refers to the polarisation; also: potency is read from the fitted curve at half-maximal effect
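Steps: dispense CXXC domain solution (7 uM) → pin compounds or unlabeled HOX-A9 DNA control → 5 min ambient → add FLSN-HOX-A9 solution (50 nM) → spin → 30 min ambient → fluorescence polarization. Tris pH 7.5/NaCl/DTT/BSA buffer.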
TCR activator: activators of T cell receptors; Potency, µM (doses to about 9.22 µM), without a hit: at the highest dose activation of IL-2 secretion, usual class: activators; AID 504894; 330,000 tested, under 10 active; primary human leukocytes, anti-CD3, IL-2 HTRF, 48 h; also: % of control where 0% means no effect
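Primary human leukocytes incubated 48 hr with anti-CD3 beads plus compound, without co-stimulation. Secreted IL-2 measured by HTRF (europium cryptate/d2 anti-IL-2 pair, 320 nm excitation, 665 nm emission).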
TSHR antagonist: blocks TSH signaling through the human TSH receptor. P16473. TSHR-expressing cells, TSH-stimulated cAMP HTRF, 2 h; active compounds read low. activity change, negative = inhibition, % at 11.5 µM. 330,000 compounds, 0.2% hits;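 active = activity change below a set negative limit, meaning inhibition stronger than a set level, cut at about -70% in these data; inconclusive = activity change between two set negative limits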; also: % is scaled to controls: 0 for no effect and ±100 for the full control effect
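Cell-based HTRF cAMP assay; TSHR cells + compound, TSH EC80 (4nM final), 2 h, 37 deg C. Lysis with anti-cAMP cryptate and cAMP-d2, 30 min RT, read 665/620 nm.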
S-ASM inh: human S-ASM enzyme inhibition | Potency, µM (top dose mostly 57.5 µM), inactives show top-dose activity change, negative = inhibition, usual class: inhibitors | P17405 | placental ASM, HMU-PC fluorogenic substrate, 60 min | 340,000 compounds, 0.006% hits; also: potency is read from the fitted curve at half-maximal effect
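HMU-PC0 cleavage (9 uM final) by human placental ASM, 60 min at 37 °C following 10 min compound exposure at RT; stopped at pH 10, fluorescence Ex 386/Em 447 nm.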
a7 integrin act: integrin-mediated muscular dystrophy alleviation activation; alpha7betagal myoblasts, beta-gal FDG fluorescence, 48 h; Potency, µM (doses to about 38.3 µM), without a hit: at the top dose activation, actives largely listed as activators; 350,000 compounds, 0.064% hits;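 also: potency is read from the fitted curve at half-maximal effect; 100% = response of the positive control SU9516; nearly all actives have a fitted effect of over 60% in size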
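alpha7betagal+/- myoblasts (passage 13, 250/well) treated 48 h at 37C with compounds at 1:260 dilution of DMSO stock. Lysed, then beta-galactosidase activity read as FDG fluorescence (ex 480/em 540) after 30 min, with pre-read for autofluorescence.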
Menin-MLL TR inh: inhibitors of human menin-MLL interaction, mutant MLL peptide | O00255 | Menin + Texas Red MLL mutant peptide, fluorescence polarization | Potency, µM (titrated, usually from 61.6 µM), for the others: top-dose FP activity change, negative = inhibition, usual class: inhibitors | 270,000 compounds, 0.23% hits | AID 1768; active = well fitted inhibition curve with a large enough effect in the polarisation, with a control signal flat, not every such curve was filed as active; inconclusive = small, poorly fitted or top-dose-only effect, or effect the other way, or a change in a side signal; inactive = no such curve, though single readings can be large or run the other way; the % refers to the polarisation; also: potency is read from the fitted curve at half-maximal effect; % of control where 0% means no effect; many of its hits are not listed in these tables
Target sequence (O00255 whole entry, looked up): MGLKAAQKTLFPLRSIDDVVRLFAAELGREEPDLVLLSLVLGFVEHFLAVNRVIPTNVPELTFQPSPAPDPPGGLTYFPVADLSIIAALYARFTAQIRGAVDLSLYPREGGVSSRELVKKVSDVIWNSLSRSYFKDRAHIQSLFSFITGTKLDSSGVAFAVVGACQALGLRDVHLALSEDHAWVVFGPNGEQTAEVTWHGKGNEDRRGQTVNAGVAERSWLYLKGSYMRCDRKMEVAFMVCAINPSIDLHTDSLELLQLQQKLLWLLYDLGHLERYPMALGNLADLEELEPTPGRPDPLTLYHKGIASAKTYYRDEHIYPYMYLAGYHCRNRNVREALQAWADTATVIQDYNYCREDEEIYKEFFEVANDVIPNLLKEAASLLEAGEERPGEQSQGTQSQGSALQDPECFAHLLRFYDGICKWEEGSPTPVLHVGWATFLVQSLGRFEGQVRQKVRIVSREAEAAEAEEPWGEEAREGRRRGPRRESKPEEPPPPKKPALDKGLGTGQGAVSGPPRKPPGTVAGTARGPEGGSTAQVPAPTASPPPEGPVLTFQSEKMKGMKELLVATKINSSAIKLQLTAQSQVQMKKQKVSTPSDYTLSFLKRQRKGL
PTAP TSG101 blk: blocks PTAP/TSG101 interaction to inhibit HIV-1 budding; Q99816; Fluorescence polarization, FITC-PTAP peptide / Tsg101 binding; Potency, µM (series often up to 115 µM), for the others: at the top dose activity change, negative = inhibition, most hits filed as inhibitors; 340,000 tested, under 10 active; AID 493005; active = well fitted inhibition curve with a large enough effect in the main read-out, with a control signal flat, not every such curve was filed as active; inconclusive = small, poorly fitted or top-dose-only effect, or effect the other way, or a change in a side signal; inactive = no such curve, though single readings can be large or run the other way; also: potency is read from the fitted curve at half-maximal effect; % of control where 0% means no effect
Target sequence (Q99816 whole entry, looked up): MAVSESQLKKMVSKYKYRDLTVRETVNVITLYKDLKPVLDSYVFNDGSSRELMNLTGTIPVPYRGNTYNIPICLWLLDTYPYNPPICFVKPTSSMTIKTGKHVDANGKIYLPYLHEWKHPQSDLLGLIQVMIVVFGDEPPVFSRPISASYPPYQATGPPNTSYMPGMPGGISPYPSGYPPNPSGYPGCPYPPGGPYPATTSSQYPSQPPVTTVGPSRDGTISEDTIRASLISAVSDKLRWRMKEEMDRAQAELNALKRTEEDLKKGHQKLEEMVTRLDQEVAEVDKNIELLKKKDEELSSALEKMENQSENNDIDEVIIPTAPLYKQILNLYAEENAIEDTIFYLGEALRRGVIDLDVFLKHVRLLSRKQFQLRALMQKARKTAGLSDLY
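Fluorescence anisotropy tracks displacement of a FITC-tagged PTAP peptide (50 nM) from the Tsg101 binding domain (10 uM), following a 20 min room-temperature incubation at pH 7.5.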
MBNL1-CUG inh: blocks human MBNL1 binding to CUG repeat RNA | Q9NR56 | TR-FRET MBNL1-His/biotin-(CUG)12 binding, 665/545 ratio | Potency, µM (titrated, usually from 57.5 µM), for inactives: top-dose activity change, negative = inhibition, usual class: inhibitors | 280,000 compounds, 0.036% hits; active = well fitted inhibition curve with a large enough effect in the signal ratio, with a control signal flat, not every such curve was filed as active; inconclusive = small, poorly fitted or top-dose-only effect, or effect the other way, or a change in a side signal; inactive = no such curve, though single readings can be large or run the other way; the % refers to the signal ratio; also: potency is read from the fitted curve at half-maximal effect; % is scaled to controls: 0 for no effect and ±100 for the full control effect
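Ratiometric TR-FRET (665 over 545 nm, excitation 340 nm) tracks disruption of MBNL1-His/biotin-(CUG)12 complex after 60 min at room temperature, with compounds at 92 nM to 58 uM final.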
A-T KAP1 phos: candidate therapy for ataxia-telangiectasia | […] A-T fibroblasts, KAP-1 phosphorylation AlphaLISA; neocarzinostatin DNA damage 30 min before lysis | Potency, µM (highest dose often 57.5 µM), for the others: top-dose activation, most hits filed as activators | 320,000 compounds, 0.19% hits | AID 485349; also: potency is read from the fitted curve at half-maximal effect; % of control where 0% means no effect; nearly all actives have a fitted effect of over 45% in size
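hTERT-immortalized A-T patient fibroblasts ([…]), 500 cells/well in OPTI-MEM, 1% FBS, got compounds for 60 min, then NCS for 30 min at 37C. Lysates were then assayed for phospho-KAP-1 by AlphaLISA (anti-pKAP1 donor, anti-KAP1 acceptor beads), 6 hr at 25C.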
Active calls of the source: *; ? = inconclusive; . = not tested or not shown; & = joins results of further samples; [ ] = dose if it differs, or a comment. Unless noted, calls follow the shape of the dose curve; as a rule, active = well fitted curve in the direction sought with a large enough effect; inconclusive = small, poorly fitted or top-dose-only effect, or another doubt; inactive = no such curve, though single readings can be large; an effect the other way counts as inactive or inconclusive.

SMILES	Mito fusion act	CXXC DNA block	TCR activator	TSHR antagonist	S-ASM inh	a7 integrin act	Menin-MLL TR inh	PTAP TSG101 blk	MBNL1-CUG inh	A-T KAP1 phos
O=C(c1ccc(Cl)cc1)c1cnc(Nc2ccccc2)s1	0%	15%	-7%	0	58%[activator]	1%	-11%	-10%	4%	4%
NS(=O)(=O)c1ccc(-c2ccc(/C=N/NC(=O)c3ccc([N+](=O)[O-])cc3)o2)cc1	1%	7%	-1%	-5	-2%	?	.	-1%	.	-3%
O=C1c2ccccc2C(=O)N1CCCC[C@]12Cc3ccccc3C(O1)c1c(c3ccccc3oc1=O)O2	-1%[9.22 µM]	-3%[23 µM]	.	.	.	.	-7%[11.7 µM]	.	-4%[11.5 µM]	1%[11.5 µM]
COc1ccc(OCC(=O)Nc2ccc3nc(C)sc3c2)cc1	-9%	7%	0%	-10	-4%	-18%	-7%	0%	-4%	5%
CCNc1sc(S(C)(=O)=O)nc1S(=O)(=O)c1ccc(Cl)cc1	-6%	16%	6%	1	0%	-8%	-4%	-6%	-3%	2%
CCCCc1cc(=O)oc2cc(OCC(=O)Nc3ccccn3)ccc12	-3%	19%	-3%	0	6%	-11%	.	-1%	-3%	6%
Cc1cccc(C)c1N1CCN(C(=O)c2ccc3c(c2)OCO3)CC1	11%	-6%	-2%	10	4%	8%	.	-2%	-7%	-7%
CCOc1cc(C(=O)NCc2ccc3c(c2)OCO3)cc(OCC)c1OCC	-3%	-4%	-4%	-15	3%	15%	7%	-4%	0%	-4%
Cn1c(NCCN2CCOCC2)nc2c1c(=O)n(Cc1cccc(Cl)c1)c(=O)n2C	1%	-1%	1%	-12	0%	-9%	-2%	0%	2%	-8%
CCn1c(CSc2nnc(-c3ccncc3)n2C)nc2cc(C(=O)O)ccc21	0%	-25%	-8%	4	26%	-3%	.	-9%	19%	-36%
COc1cccc(C(=O)NC(=S)Nc2ccc(Cl)c(C(=O)O)c2)c1	-2%	0%	-6%	.	0%	13%	2%	-8%	-3%	.
Cc1ccc(C)c(CSc2ccc3nnc(-c4ccccn4)n3n2)c1	4%	1%	-1%	0	-1%	-5%	?	0%	15%	3%
COc1ccc2sc(-c3ccc(S(C)(=O)=O)cc3)c(C#Cc3cncn3C)c2c1	.	.	9%	-9	.	15%	.	-2%	.	5%
Cc1cccc(N2CCN(C(=O)C3CCN(S(=O)(=O)c4c(C)noc4C)CC3)CC2)c1C	-6%	3%	2%	-12	-2%	-37%	.	-6%	-1%	0%
O=C(NCc1ccccn1)C1CCN(S(=O)(=O)c2ccccc2F)CC1	-3%	.	2%	4	1%	-3%	.	-3%	.	-4%
O=C(NCC(=O)N1CCCC1)c1ccc(Br)cc1	2%	-3%	0%	-4	6%	0%	2%	-8%	2%	2%
CN1CCCC(OC(=O)c2cc(Cl)cc(Cl)c2)C1 (stereo not drawn)	-6%	1%	.	23	1%	-16%	1%	-3%	-2%	-14%
CC1=Nn2c(nc3sc4c(c3c2=O)CCCC4)SC1	29%	-3%	-2%[46.1 µM]	-3	-3%	11%	-3%	1%	-2%	4%
Cc1nc2ccccc2c(=O)n1-c1cccc(NS(=O)(=O)c2ccccc2)c1	1%	.	-7%	-7	0%	5%	.	-1%	.	-3%
Cc1ccc(CNC(=O)CCNS(=O)(=O)c2ccc(Br)s2)cc1	-1%	-5%	4%	8	0%	12%	1%	-2%	1%	6%
Cc1c(Cl)cccc1-c1ccc(C(=O)N2CCN(c3ccc([N+](=O)[O-])cc3)CC2)o1	-1%	-3%	-4%	-10	-19%	0%	5%	1%	18%	-8%
Cc1cc(SCC(=O)c2cccs2)n2nc(C)c(-c3ccc(Cl)cc3)c2n1	5%	17%	-1%[46.1 µM]	18	6%	20%	?	4%	?	6%
COc1ccc(CC(=O)N/N=C/c2ccc(C)s2)cc1	.	.	2%	.	-3%	3%	.	-1%	.	.
Cc1ccc(NC(=O)OCCN2CCN(Cc3ccccc3)CCC2=O)cc1C	-3%	13%	0%	0	0%	24%	-3%&-1%	.	-35%	-5%
Cc1cc(-c2ccc(Br)s2)nc(-n2cccc2)n1	2%	-3%	5%	-4	40%	7%	?	1%	232%[activator]	3%
(more compounds)
SMILES	Mito fusion act	CXXC DNA block	TCR activator	TSHR antagonist	S-ASM inh	a7 integrin act	Menin-MLL TR inh	PTAP TSG101 blk	MBNL1-CUG inh	A-T KAP1 phos
CC(C)C[C@H](NC(=O)N1CCn2c1nc1ccccc12)C(=O)NCc1ccco1	1%	2%	-2%	5	-3%	-3%	1%	-5%	4%	2%
CCc1ccc(/C(C)=N/NC(=O)CNC(=O)/C=C/c2ccco2)cc1	.	.	-4%	.	-11%	12%	.	-4%	.	.
COC(=O)c1sccc1NC(=O)c1ccc(OC)c([N+](=O)[O-])c1	-5%	13%	3%	-7	10%	6%	8%	-6%	-2%	2%
Cc1ccc(-n2nc3c(=O)n(CC(=O)NCc4ccccn4)nc(C)c3c2C)cc1	-2%	-10%	-35%	-5	2%	-40%	.	-3%	-9%	-4%
c1ccc(NC2=NCCN2CCC2CCCC2)cc1	1%	4%	-3%	0	5%	0%	-1%	-3%	2%	0%
CC1Cc2ccccc2N1S(=O)(=O)c1cnc(Cl)c(Br)c1 (stereo not drawn)	-2%	-5%	-7%	0	-1%	-63%[inhibitor]	.	-5%	-1%	-4%
O=C(C1=C(O)C(=O)N(CCN2CCOCC2)C1c1ccc(F)cc1)c1cccs1 (stereo not drawn)	2%	-13%	-18%	-6	-1%	-16%	-7%	0%	10%	10%
Cc1ccccc1Nc1ccc2nonc2c1[N+](=O)[O-]	2%	32%	-34%	5	0%	9%	-17%	-1%	?	4%
COc1ccccc1CC(NC(C)=O)C(=O)NC1CCN(C(=O)c2ccc([N+](=O)[O-])cc2)CC1 (stereo not drawn)	-6%	-20%	11%[46.1 µM]	-3	2%	-1%	-4%	2%	?	8%
Cc1ccc(NC(=O)CCN2CC(C)OC(C)C2)cc1 (stereo not drawn)	1%	-1%	-2%	1	4%	0%	-1%	1%	1%	2%
O=C(O)c1ccc(/C=N/NC(=O)c2cc(-c3ccc4c5c(cccc35)CC4)n[nH]2)cc1	2%	-3%	.	-11	2%	26%	?	0%	2%	5%
CCOCCCNC(=O)C1CCC(CNS(=O)(=O)c2cccc3nsnc23)CC1 (stereo not drawn)	1%	2%	2%[46.1 µM]	-9	-1%	-14%	-3%	4%	?	1%
CCNC(=O)CN(c1ccccc1OC)S(=O)(=O)c1cccs1	-7%	?	0%[46.1 µM]	7	1%	10%	-10%	-1%	-6%	1%
Cc1ccc(NC(=O)C2CCN(S(=O)(=O)c3ccc(F)cc3)CC2)cc1	4%	3%	3%	-6	0%	-1%	11%	0%	-4%	-5%
C#CCNC(=O)/C=C/c1ccc(C)cc1	0%	8%	-5%	5	-4%	22%	6%	0%	-16%	5%
CC(=O)NCCCc1nc2ccccc2n1Cc1c(F)cccc1Cl	3%	2%	-5%	1	0%	-25%	.	-1%	.	10%
Cn1ccs/c1=N\S(=O)(=O)c1ccc(Br)cc1	3%	7%	14%	-2	5%	22%	-13%	-4%	1%	-1%
CCCOc1ccc(/C(O)=C2\C(=O)C(=O)N(CCCOC)C23C(=O)N(C)c2ccccc23)cc1 (stereo not drawn)	3%	0%	-3%	51	-3%	11%	3%	-3%	6%	13%
CS(=O)(=O)c1ccc2nc(NC(=O)c3cc(-c4ccccc4)nn3-c3ccccc3)sc2c1	6%	11%	8%[46.1 µM]	-11	-2%	-24%	-19%	4%	?	-3%
CC(C)CN(C(=O)CN1C(=O)NC(c2ccccc2)(c2ccccc2)C1=O)C1CCS(=O)(=O)C1 (stereo not drawn)	-5%	.	2%	8	-2%	17%	.	0%	.	5%
NC(Cc1ccc(Cl)cc1)C(=O)O (stereo not drawn)	1%	4%	.	-11	.	.	2%&-12%	.	.	.
COCC(C)n1c(SCC(=O)N(C)C2CCS(=O)(=O)C2)nc2ccccc2c1=O (stereo not drawn)	-1%	-1%	.	6	3%	12%	-3%	0%	-2%	-2%
Cc1cc(C(=O)CSc2nnc(Nc3ccccc3)s2)c(C)n1CC1CCCO1 (stereo not drawn)	0%	-1%	-3%	-12	-10%	-24%	?	-11%	7%	-3%
CCOC(=O)N1CCC(NC(=O)c2cc(C(=O)Nc3ccc(OC)c(OC)c3)ccc2CO)CC1	0%	-3%	5%	24	3%	-1%	6%	-6%	-9%	-6%
CC(=O)Nc1cc2nc(C)n(Cc3ccccc3)c2nc1C	6%	?	-7%	-1	-1%	0%	-12%	-3%	-8%	9%

Screening data as filed in PubChem BioAssay.

Not all compounds are listed. The share of hits here may be higher or lower than overall.
